Bioassay records deposited in PubChem BioAssay by NCI.
NCI-60 one-dose screen, 48 h, at 10 µM unless noted. Numbers give growth in % (100 = growth as untreated, 0 = no growth, -100 = all killed).
TK-10: TK-10 renal cancer cells. 81,000 compounds, 3.9% hits
786-0: 786-0 renal cancer cells | 81,000 compounds, 5.1% hits | AID 1794775
SN12C: SN12C renal cancer cells; AID 1794767; 81,000 compounds, 3.8% hits
CAKI-1: CAKI-1 renal cancer | 75,000 compounds, 4.7% hits | AID 1794772
SF-295: SF-295 CNS cancer cells. 79,000 compounds, 5.6% hits. AID 1794758
U251: U251 CNS tumor cells; 80,000 compounds, 5.4% hits; AID 1794753
SF-268: SF-268 CNS cancer cells; 82,000 compounds, 3.1% hits
UO-31: UO-31 renal cancer; 81,000 compounds, 5.2% hits; AID 1794768
* = called active by the depositor; . = no result given; & = joins results of further samples; [ ] = dose if it differs, or a comment. Rule for the calls: active = growth percent below 10; inactive = the rest. An unsorted share of the library; overall some 9.2% were active at least once.

SMILES	TK-10	786-0	SN12C	CAKI-1	SF-295	U251	SF-268	UO-31
O=C(CSc1nnc(-c2ccc3nc(-c4ccc(Cl)cc4)[nH]c3c2)o1)Nc1ccc(C(=O)/C=C/c2ccccc2)cc1	138	106	107	98	104	97	108	88
COc1ccc(Cc2sc(NC(C)=O)nc2OC(C)=O)cc1	89	101	102	99	98	98	96	96
NC(=O)c1c(Nc2ccccc2)nn2c(-c3ccc(Cl)cc3)c(-c3nc4ccccc4s3)c(N)nc12	130	103	100	91	107	102	100	77
O=C(c1cccc(F)c1)n1ccc2cc(NC(=S)Nc3cccnc3)ccc21	95	80	96	97	97	95	96	83
Cc1c(C(=O)NC(Cc2ccccc2)C(O)C(=O)NCc2ccc(F)cc2)[nH]c2ccccc2c1=O (stereo not given)	102	104	107	102	103	90	104	94
COC(=O)c1ccc(Cn2cnc3c(Cl)ncnc32)cc1	139	116	110	113	113	67	105	100
O=[N+]([O-])c1cccc(C2NC(Cl)=C(Cl)c3c2sc2c(F)cccc32)c1 (stereo not given)	137	107	97	81	102	93	95	70
O=C1OCC2=C1C(c1cccc(F)c1)c1cc3c(cc1N2CCO)OCO3 (stereo not given)	52	24	48	24	1.9*	22	39	37
COC1OCC(O)C(OC(=O)c2ccccc2)C1OC(=O)c1ccccc1 (stereo not given)	108	103	96	105	92	101	116	89
Cc1ccc2nc(COc3ccc(NC(=S)NC4CCCCC4)cc3)[nH]c2c1	141	95	72	96	85	71	97	79
N#Cc1c(-c2ccccc2)cc(-c2ccccc2)n(CCCCCC(=O)O)c1=O	104	93	99	99	96	98	94	88
COc1cc(OC)c(C(C)=O)cc1OC	95	105	87	86	99	98	101	88
Nc1ncnc2c1N=C(c1ccc(Cl)cc1)CC(c1sc(Cl)nc1Cl)N2 (stereo not given)	86	84	72	90	104	76	75	55
COc1ccc2nc(NC(=O)/C(=C/c3cc(OC)c(OC)c(OC)c3)c3ccc(OC)c(OC)c3)sc2c1	99	100	100	76	.	95	100	67
CCCN1C(=O)/C(=C2\SC(N3CCOCC3)=NC2=O)c2ccccc21	111	105	103	104	98	97	99	90
COC1=CC(c2ccc[nH]2)=N/C1=C\c1[nH]c(C)c(C(=O)CCCCC(=O)NCCNC(=O)CC[C@H](NC(=O)c2ccc(NCc3cnc4nc(N)[nH]c(=O)c4n3)cc2)C(=O)O)c1C	.	103	103	.	103	98	104	89
CCNc1nc(-c2ccc(F)cc2)c(C#N)c(=O)n1C	34	64	69	53	60	65	59	41
COc1ccc(C2CC(=O)Nc3c2c(C)nn3-c2nc3ccccc3[nH]2)cc1OC (stereo not given)	.	87	90	73	-9.0*	84	70	52
CCOC(=O)c1cc2c(n1Cc1cc(OC)c(OC)c(OC)c1)-c1nc(NC(C)=O)sc1CCC2	112	80	80	84	76	63	80	66
NS(=O)(=O)c1ccc(C(=O)N/N=C/c2cccc(O)c2)cc1	92	103	107	93	91	94	102	83
COc1ccc(-c2nc3c4c(-c5ccccc5)cn(-c5ccc(F)cc5)c4ncn3n2)cc1	152	110	103	62	96	104	104	72
CCN(CC)CCNc1nc2ccccc2c2c(=O)c3cc(Cl)ccc3sc12	80	75	67	23	29	40	62	44
CC(=O)OCC(=O)[C@@]1(O)CC[C@H]2[C@@H]3CCC4=CC(=O)CC[C@]4(C)[C@@]3(F)[C@@H](O)C[C@@]21C	99	116	84	115	115	111	91	82
C=C1C(=O)O[C@H]2[C@H]1CC/C(CNC(=O)/C=C/c1ccccc1F)=C\CC[C@@]1(C)O[C@@H]21	-29*	-58*	8.8*	-84*	75	52	47	-96*
O=C(CCCCC(=O)N(CCO)CCO)N(CCO)CCO	103	91	110	89	102	100	101	92
O=C1CCC(=O)N1CCC(=O)N(C(=O)NC1CCCCC1)C1CCCCC1	109	107	103	105	105	105	107	94
COc1cc(-c2nc3cc(Cl)c(Cl)cc3[nH]2)ccc1OCC(=O)NN	126	96	79	41	72	91	78	71
c1ccc(Nc2nn3c(-c4ccccc4)ccnc3c2-c2ccccc2)cc1	.	97	100	94	91	91	109	94
N#C/C(=C\c1ccc[nH]1)c1cc(-c2ccc(Cl)cc2)nn1-c1ccccc1	86	65	67	.	49	62	77	24
Cc1ccc(-c2nc(C#N)c(S(=O)(=O)n3nc(C)cc3N)o2)cc1	-65*	78	90	82	109	95	93	80
CCC1(c2ccccc2)C(=O)Nc2cccc(Br)c21 (stereo not given)	102	98	95	87	108	99	103	73
NS(=O)(=O)c1ccc2ccccc2c1	99	105	101	104	104	103	97	69
Cc1n[nH]c(=S)[nH]c1=O	127	110	112	85	81	108	104	91
COC(=O)/C=C/c1cc(OC(C)=O)c2c(c1)C(C(=O)OC)C(c1ccc(OC(C)=O)c(OC(C)=O)c1)O2 (stereo not given)	45	20	24	.	3.1*	7.2*	40	35
Cc1cc2oc(=O)cc(CP(=O)(O)O)c2cc1O	107	105	94	91	100	99	97	70
Fc1ccccc1NC(=S)c1ccccc1	100	98	102	87	96	98	102	92

A run of entries of the results above, for reference:
SMILES	TK-10	786-0	SN12C	CAKI-1	SF-295	U251	SF-268	UO-31
COc1cc(-c2nc3cc(Cl)c(Cl)cc3[nH]2)ccc1OCC(=O)NN	126	96	79	41	72	91	78	71
c1ccc(Nc2nn3c(-c4ccccc4)ccnc3c2-c2ccccc2)cc1	.	97	100	94	91	91	109	94
N#C/C(=C\c1ccc[nH]1)c1cc(-c2ccc(Cl)cc2)nn1-c1ccccc1	86	65	67	.	49	62	77	24

Additional records:
SMILES	TK-10	786-0	SN12C	CAKI-1	SF-295	U251	SF-268	UO-31
CN(C)Cc1ccc([N+](=O)[O-])cc1	97	94	96	104	108	89	99	94
Brc1cc2ccccc2c2ccccc12	99	102	107	105	101	.	107	91
COc1cc(/C=N/NC(=O)c2cnn(CC(O)c3ccccc3)c2N)ccc1OC1CCCC1 (stereo not given)	95	100	97	73	77	63	91	83
CC(=O)N1C(=O)CNC1=S	108	100	100	91	100	101	104	87
COc1ccc(NC2=C(Sc3nc(C)cc(C)n3)C(=O)N(Cc3ccccc3)C2=O)cc1Cl	111[30 µM]	80[30 µM]	92[30 µM]	96[30 µM]	40[30 µM]	87[30 µM]	58[30 µM]	84[30 µM]
CC1(C)C=C2[C@H]3CC[C@@H]4[C@@]5(C)C/C(=C/c6ccccn6)C(=O)C(C)(C)[C@@H]5CC[C@@]4(C)[C@]3(C)CC[C@@]2(CO)CC1	131	92	73	57	88	78	77	63
Nc1nc2c(c(-c3nc(N)nc4c3CCc3ccccc3-4)n1)CCc1ccccc1-2	131	110	102	77	99	114	103	.
COc1ccc(NC(=O)Nc2ccc(NC(C)=O)cc2)c(OC)c1	112	101	107	95	110	105	108	89
COC(=O)CCSC1=C(C)C(=O)C(OC)=C(OC)C1=O	101	96	95	98	105	102	96	89
O=C(O)/C(Br)=C/c1c[nH]c2ccc(Br)cc12	117	101	108	98	102	105	124	89
O=C1C=C(c2cccs2)C[C@H](c2cccs2)[C@H]1n1nnc2ccccc21	102	93	108	89	98	95	114	74
COc1cccc(/C=C2\S/C(=N/c3nccs3)NC2=O)c1	93	60	57	60	41	34	59	52
NCCCn1c2c(c3cc(-c4ccn[nH]4)ccc3c1=O)C(=O)c1ccccc1-2	72	41	49	.	62	37	53	48
CN(C)CCN(Cc1ccccc1)c1nc2ccccc2o1	94	98	97	92	95	105	94	84
CCNC(=O)OCc1cnc(C)c(OC(=O)NCC)c1COC(=O)NCC	106	102	101	90	90	100	112	99
CCN(CC)C1N=C(C)Nc2c1sc(=O)n2-c1ccc(OC)cc1OC (stereo not given)	100	100	91	90	90	93	102	68
N=C(N)SCc1cc2c(cc1Cl)OCO2	90	92	98	99	101	87	99	84
O=C(Cc1nc2cc(Cl)c(Cl)cc2nc1CC(=O)c1ccncc1)c1ccncc1	102	66	74	70	75	66	70	.
O=C(O)CSc1nc2ccc(Br)cc2[nH]1	107	113	100	107	114	112	96	83
Brc1ccc(-c2csc(Nc3nc(-c4ccc(Br)cc4)cs3)n2)cc1	178	101	90	.	99	94	99	51
CCOC(=O)COc1nc(-c2cnccn2)cc(-c2cccs2)c1C#N	202	100	102	90	94	110	108	77
O=C1C=CC(=O)c2c1c(-c1ccc(C(F)(F)F)cc1)nn2-c1cccc(Cl)c1	125	95	91	90	99	98	96	81
C=C(C)[C@@H]1CC[C@]2(C(=O)O)CC[C@]3(C)[C@H](CC[C@@H]4[C@@]5(C)CC[C@H](OC(=O)c6ccccc6C(=O)O)C(C)(C)[C@@H]5CC[C@]43C)[C@@H]12	96	91	96	77	85	82	91	80
Cn1c(O)c(/C=N/NC(=O)c2ccccn2)sc1=S	86	49	62	63	38	45	58	51

Reprinted from the part before: seven entries; new compounds follow.
SMILES	TK-10	786-0	SN12C	CAKI-1	SF-295	U251	SF-268	UO-31
O=C(Cc1nc2cc(Cl)c(Cl)cc2nc1CC(=O)c1ccncc1)c1ccncc1	102	66	74	70	75	66	70	.
O=C(O)CSc1nc2ccc(Br)cc2[nH]1	107	113	100	107	114	112	96	83
Brc1ccc(-c2csc(Nc3nc(-c4ccc(Br)cc4)cs3)n2)cc1	178	101	90	.	99	94	99	51
CCOC(=O)COc1nc(-c2cnccn2)cc(-c2cccs2)c1C#N	202	100	102	90	94	110	108	77
O=C1C=CC(=O)c2c1c(-c1ccc(C(F)(F)F)cc1)nn2-c1cccc(Cl)c1	125	95	91	90	99	98	96	81
C=C(C)[C@@H]1CC[C@]2(C(=O)O)CC[C@]3(C)[C@H](CC[C@@H]4[C@@]5(C)CC[C@H](OC(=O)c6ccccc6C(=O)O)C(C)(C)[C@@H]5CC[C@]43C)[C@@H]12	96	91	96	77	85	82	91	80
Cn1c(O)c(/C=N/NC(=O)c2ccccn2)sc1=S	86	49	62	63	38	45	58	51
NC(N)=NS(=O)(=O)c1ccc(N=NC2C(=O)NN(c3ccccc3)C2=O)cc1 (stereo not given)	106	100	101	88	104	103	102	83
Cc1cccc(CN)n1	98	97	101	91	107	105	102	81
COC(=O)c1ccc(NC2=C(Cl)C(=O)c3nc(C)ccc3C2=O)cc1	152	86	77	80	61	47	73	62
CC1(c2ccccc2)NC(=O)N(NC(=O)CSc2nc(-c3cccs3)nc3ccccc23)C1=O (stereo not given)	113	94	100	72	99	95	98	-7.0*
O=C(O)CN(CC(=O)O)Cc1ccccc1	96&101	101&95	100&98	100&93	101&95	97&95	98&99	89&94
COc1ccc(-c2cc(NC(=O)Nc3ccc(Cl)cc3)no2)cc1	90	100	102	88	95	.	96	97
C=CCC1C(=O)NN=C1C (stereo not given)	99	101	106	104	101	94	103	91
Cc1nnc(NS(=O)(=O)c2ccc(N3C(N)=NC(N)=NC34CCCCC4)cc2)s1	90	99	98	93	102	99	102	85
C[N+]12CCC(CC1)C(OC(=O)C(O)(c1ccccc1)c1ccccc1)C2 (stereo not given)	.	100	100	92	101	99	105	80
O=[N+]([O-])c1cccc(SSc2cccc([N+](=O)[O-])c2)c1	109	103	94	103	108	99	106	86
CN(C)CCC(=O)Nc1ccc(-n2cc(-c3cccc(NC(=S)Nc4cccc(-c5cn(-c6ccc(NC(=O)CCN(C)C)cc6)nn5)c4)c3)nn2)cc1	142	101	91	130	65	71	99	135
O=C1CCC(=O)N1Cl	102	103	115	109	114	107	107	94
C/C=C\C1(/C=C/C)C(=O)OC(=O)C1(/C=C/C)/C=C/C (stereo not given)	120	97	94	78	104	99	109	86
COC(=O)c1ccc(-c2ccc(/C=N/NC(=O)c3[nH]c4ccc(Br)cc4c3-c3ccccc3)s2)cc1O	112	87	85	104	94	92	103	88
NC(N)=N/N=C/Cc1ccccc1	96	101	99	82	94	103	108	75
Cn1c(N)c(N=O)c(=O)[nH]c1=O	101	101	101	108	114	96	110	83
CC/C(=C(\c1ccc(Cl)cc1)c1ccc(OCCN2CCCCC2)cc1)c1ccc(O)cc1	69	-55*	62	62	55	0.6*	53	38
COc1ccc2oc(=O)c(-c3csc(N/N=C(\C)c4cc(OC)c(OC)c(OC)c4)n3)cc2c1	94	90	81	98	92	92	99	91
Fc1ccc(Nc2nc3nonc3nc2Nc2ccc(I)cc2)cc1	-2.8*	-11*	-5.7*	11	-44*	-45*	22	-7.6*
O=C(O)CCCCNC(=O)c1nc(-c2ccccc2)n(-c2ccc([N+](=O)[O-])cc2)n1	106	102	108	93	106	107	97	91
Cc1ccc(-c2ncc(S(C)(=O)=O)o2)cc1	98	99	99	92	97	104	92	90
Brc1ccc2c(-c3cncn3Cc3ccc(I)cc3)c[nH]c2c1	112	84	80	65	84	77	80	57
CCOC(=O)c1nnn(-c2ccc(Cl)cc2)c1C(F)(F)F	97	105	100	97	99	96	105	93
COc1ccc(-c2nc(SCC(C)C)nc(N/N=C(/C)c3ccc(Br)cc3)c2C#N)cc1	81	78	78	83	99	81	84	49
CCC1=C(c2cc(Cl)c3ccccc3c2OCC(=O)O)OC(CC)(C(=O)c2cc(Cl)c3ccccc3c2OCC(=O)O)CC1 (stereo not given)	108	101	102	85	101	98	95	80
COc1ccc(-c2nc(NN)[nH]c(=O)c2Br)cc1	116	106	101	100	101	100	103	81
COc1ccc(CNC(=O)C2CSC3(C)c4ccccc4C(=O)N23)cc1OC (stereo not given)	96	107	96	89	102	94	99	80
CCCCCCC(C)NCCOC(=O)c1ccc([N+](=O)[O-])cc1 (stereo not given)	108	103	94	79	96	89	95	94
N=C1CCCS1	94	112	121	97	90	108	101	96
O=C1Nc2ccccc2/C1=C\c1c(-c2ccccc2)nc2ccccn12	84	59	46	39	24	63	51	48
CCOC(=O)c1cc2c(n1Cc1ccc(C)cc1)-c1oncc1CC2	103	96	103	91	.	101	101	83
COC(=O)c1nnn(-c2cccc(Cl)c2)c1C(=O)c1ccc(Cl)c(Cl)c1	158	98	91	71	91	85	96	.
Nc1ccc2c(c1)/C(=N/O)c1ccccc1-2	105	100	107	106	93	101	101	84
